High-throughput results: PubChem, several laboratories
BaF3 parental = parental Ba/F3 cell viability inhibition, counter-screen for JAK2V617F inhibitor project, murine pro-B, CellTiter-Glo luminescence; 1.1% of 220,000 active; inhibition, % at 5.6 µM; AID 1486, 2009; CellTiter-Glo ATP luminescence;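 active = inhibition above a per-campaign cutoff, the mean inhibition of all tested compounds plus 3 SD, cut at about 27% in these data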;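 also: 0% = DMSO wells and 100% = JAK Inhibitor I control wells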
NPY-Y2 PAM-ag = NPY-Y2 potentiators or agonists, primary screen, cell-based | Neuropeptide Y receptor type 2 (Homo sapiens), P49146 | cells expressing NPY-Y2, potentiator/agonist read-out | activation, % at 3.6 µM | 0.45% of 220,000 active; in the data active = activation above about 27%;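 also: cells stimulated with NPY near EC25 plus isoproterenol at EC100; 0% = vehicle plus submaximal agonist and 100% = vehicle plus saturating agonist; some results beyond the cut were filed as inactive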
S1P4 ag = S1P4 receptor agonists, primary screen, cell-based; Sphingosine 1-phosphate receptor 4 (Homo sapiens), O95977; S1P4-expressing cell line, agonist reporter assay; activation, % at 4.98 µM; 0.35% of 220,000 active; AID 1509, 2009; in the data active = activation above about 11%;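 also: 0% = DMSO vehicle and 100% = reference agonist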
Target sequence (O95977 whole entry, looked up): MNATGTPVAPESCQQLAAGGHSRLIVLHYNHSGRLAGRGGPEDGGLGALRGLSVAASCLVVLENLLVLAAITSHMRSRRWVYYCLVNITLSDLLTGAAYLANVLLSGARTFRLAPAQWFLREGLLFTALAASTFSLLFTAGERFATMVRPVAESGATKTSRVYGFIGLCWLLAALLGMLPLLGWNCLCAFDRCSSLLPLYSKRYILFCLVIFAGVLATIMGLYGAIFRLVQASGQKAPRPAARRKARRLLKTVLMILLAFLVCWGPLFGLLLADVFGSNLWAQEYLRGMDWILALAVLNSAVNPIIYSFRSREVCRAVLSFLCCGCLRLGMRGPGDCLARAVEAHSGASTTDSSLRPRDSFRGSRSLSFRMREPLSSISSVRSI
NCF1 inh = p47phox/p22phox peptide binding inhibitors, primary screen, biochemical, uHTS, NADPH oxidase regulatory subunit; Neutrophil cytosol factor 1 (Homo sapiens), P14598; fluorescence polarization, 2 h; inhibition, % at 24.7 µM; 0.53% of 220,000 active;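 active = inhibition above about 30%, limit read from the data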;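 also: 0% = p47phox with labelled peptide and 100% = labelled peptide alone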
Target sequence (P14598 whole entry, looked up): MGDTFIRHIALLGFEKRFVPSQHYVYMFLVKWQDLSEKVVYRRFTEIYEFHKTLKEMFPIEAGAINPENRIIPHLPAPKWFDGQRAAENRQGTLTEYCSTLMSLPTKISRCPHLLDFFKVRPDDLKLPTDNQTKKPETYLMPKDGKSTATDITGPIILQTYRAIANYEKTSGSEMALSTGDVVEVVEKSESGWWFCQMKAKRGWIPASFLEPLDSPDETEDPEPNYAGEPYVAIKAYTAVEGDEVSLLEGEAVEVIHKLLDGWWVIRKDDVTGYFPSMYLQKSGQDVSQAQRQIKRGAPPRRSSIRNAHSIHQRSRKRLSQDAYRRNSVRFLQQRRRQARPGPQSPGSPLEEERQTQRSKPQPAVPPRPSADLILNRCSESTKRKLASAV
CHOP inhibitor = inhibitors of CHOP promoter induction, primary screen, cell-based, unfolded protein response, luciferase reporter; 3.8% of 220,000 active; CHO-K1 CHOP-promoter luciferase, tunicamycin-induced, 15-18 h; inhibition, % at 10 µM;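 active = compounds that reduced the stress-induced luciferase reporter signal by more than about 70% of percent inhibition, limit read from the data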;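 also: 0% = tunicamycin plus vehicle and 100% = wells without tunicamycin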
NPY-Y1 antag = NPY-Y1 receptor antagonists, primary screen, cell-based | Neuropeptide Y receptor type 1 (Homo sapiens), P25929 | HEK293-CNG Y1 cells, membrane potential fluorescence; NPY at EC95, then isoproterenol | inhibition, % at 3.6 µM | 1% of 200,000 active;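 active = inhibition above the campaign mean inhibition of all tested compounds plus 3 SD, cut at about 20% in these data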;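 also: 0% = DMSO wells given NPY plus isoproterenol and 100% = isoproterenol alone without NPY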
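Benchmarks – high control isoproterenol alone, low control NPY with isoproterenol · Material – HEK293 Y1/CNG channel cell line · Times – dye 3 h, compound 60 min room temperature, stimulation 45 min · Probe or stimulus – NPY (25 nM), isoproterenol (1 µM), Ro 20-1724 (25 µM) · Evaluation – % inhibition of NPY effect · Signal – fluorescence, membrane potential probe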
Ba/F3 V617F tox = reduced viability of JAK2V617F-dependent Ba/F3 cells, primary screen, JAK2V617F inhibitor project, cell-based, Ba/F3 EpoR-JAK2V617F, luminescence. ATP luminescence. inhibition, % at 5.6 µM. 1.1% of 220,000 active;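 active = inhibition above the campaign mean plus 3 SD over all tested compounds, cut at about 24% in these data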;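 also: cytokine-independent growth of Ba/F3 cells driven by EpoR plus mutant JAK2; 0% = DMSO-treated cells and 100% = JAK inhibitor I control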
NPY1 pot ag = NPY-Y1 receptor potentiators or agonists, primary screen, cell-based. AID 1304, 2008. activation, % at 3.6 µM. 0.37% of 220,000 active. NPY-Y1 expressing cells, potentiator/agonist activation. Neuropeptide Y receptor type 1 (Homo sapiens), P25929; in the data active = activation above about 33%, passing the limit was not always enough;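 also: cells stimulated with NPY at EC10 then isoproterenol at EC100; 0% = low agonist plus stimulus and 100% = saturating agonist plus stimulus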
S1P4 antagonist = S1P4 receptor antagonists, primary screen, cell-based; Sphingosine 1-phosphate receptor 4 (Homo sapiens), O95977; S1P4-expressing cells, antagonist mode, reporter read-out; inhibition, % at 4.98 µM; 0.26% of 220,000 active; in the data active = inhibition above about 29%;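 also: 0% = wells stimulated with agonist and 100% = vehicle wells without agonist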
* marks the source's active call; other numbers are inactive results; nt = not tested or not shown.

entry	Molecule	BaF3 parental	NPY-Y2 PAM-ag	S1P4 ag	NCF1 inh	CHOP inhibitor	NPY-Y1 antag	Ba/F3 V617F tox	NPY1 pot ag	S1P4 antagonist
1	Cc1ccccc1N(CC(=O)O)S(C)(=O)=O	-1	9	2.6	-3	27	-3	-3	4	-14
2	Cc1ccc2[nH]c3c(=O)n(CCN4CCNCC4)cnc3c2c1	4	8	-1.8	-2	21	-2	5	-10	4
3	COC(=O)c1cn(C)c2ccc(S(=O)(=O)N3CC(C)CC(C)C3)cc2c1=O (stereo not given)	0	7	1.0	-8	1	0	-4	5	-1
4	CCn1c(O)c(C(C#N)=C2N=c3ccccc3=N2)c2ccccc21	5	7	-0.5	-10	62	6	-2	-2	3
5	O=C(Oc1ccccc1C(=O)Oc1ccccc1)c1cccnc1	3	0	-0.6	2	5	3	3	-9	-57
6	O=C1CN(C(=O)CNCc2ccc(Cl)cc2)c2ccccc2N1	3	-10	0.5	-6	-5	nt	1	-11	4
7	COc1ccc(S(=O)(=O)Nc2cc(C(=O)NC3CCCCCC3)ccc2N2CCOCC2)cc1	10	-5	-0.2	4	-9	9	-2	11	13
8	CCc1ccc(/C=C2/C(=O)N(C)C(=S)N2CC(=O)OC)s1	4	-9	-0.9	-24	-31	-2	3	-17	-17
9	O=C(CSc1n[nH]c(=O)n1C1CC1)c1ccc(F)cc1	2	-6	-0.1	-8	-5	nt	2	5	8
10	COc1ccc(-n2c3c(cc(C#N)c2=O)C(=O)CCC3)cc1	-1	4	-0.7	2	21	-5	-5	9	-8
11	CCN1CCN(c2ccc(NC(=O)c3cccc4ncccc34)cc2)CC1	0	18	-1.5	-15	9	-6	-4	5	2
12	CC(=O)Nc1nc2n(n1)C(c1ccc(F)cc1)C=C(c1ccccc1)N2 (stereo not given)	2	-1	-2.1	-10	10	5	-1	12	14
13	CCN(CC)S(=O)(=O)c1ccc(Cl)c(C(=O)NCC2CCCO2)c1 (stereo not given)	3	6	3.0	-17	48	7	-2	2	12
14	N#CC1=C(SCc2ccccc2Cl)NC(=O)C(C(N)=O)C1 (stereo not given)	6	-9	-0.9	-8	-11	-5	1	-2	-13
15	O=S(=O)(NC(=S)NC1CCCCC1)c1ccc(Cl)cc1	-2	-21	-0.6	-5	-2	3	-1	-3	-6
16	Fc1ccc(-c2cc3nc(-c4ccccc4)cc(N4CCN(CCN5CCOCC5)CC4)n3n2)cc1	7	29	0.6	-15	39	2	1	16	-1
17	Cc1cccc(OCCNC(=O)CSc2ccc(C(F)(F)F)cc2[N+](=O)[O-])c1	-2	0	-0.5	-8	49	3	-5	6	-15
18	C/C(=N\NC1=NCCN1)c1ccccc1	-3	-11	1.8	-14	-8	nt	-1	-2	1
19	CCC(C)n1c(SCC(=O)Nc2cc(C)on2)nc2ccccc2c1=O (stereo not given)	5	-23	-2.3	-46	-10	2	-2	18	0
20	Cc1ccc(S(=O)(=O)c2nc(N3CCOCC3)sc2Cl)cc1	6	-12	4.0	10	31	-3	-2	-21	-19
21	Cc1nc(SCC#N)c2c3c(sc2n1)CCC3	1	11	2.4	0	8	-6	-6	-20	-1
22	Cc1ccc(C)n1NC(=O)c1ccccc1O	-2	9	-0.8	-2	-8	-1	-3	21	-12
23	COc1cc(-c2[nH]ncc2CN2CCCC2c2nonc2C)cc(OC)c1OC (stereo not given)	4	-8	-0.4	3	27	4	-1	-1	-3
24	CCCSc1nc(C)c(C(C)=O)cc1C#N	8	-13	0.7	-13	70*	12	2	-26	0
25	Cc1ccc(C(=O)NCCc2nc3ccccc3[nH]2)cc1[N+](=O)[O-]	12	4	-1.0	-4	-11	1	1	-38	-16

Screen by screen, from the results shown.
Compounds 4 to 9 in CHOP inhibitor: 62, 5, -5, -9, -31, -5

Records listed so far that bear a hit mark in CHOP inhibitor.
| nr | Structure | NPY-Y2 PAM-ag | S1P4 ag | NCF1 inh | CHOP inhibitor | NPY-Y1 antag | NPY1 pot ag | S1P4 antagonist |
| --- | --- | --- | --- | --- | --- | --- | --- | --- |
| 24 | CCCSc1nc(C)c(C(C)=O)cc1C#N | -13 | 0.7 | -13 | 70* | 12 | -26 | 0 |

Record cards, from the list above. Order of screens: BaF3 parental, NPY-Y2 PAM-ag, S1P4 ag, NCF1 inh, CHOP inhibitor, NPY-Y1 antag, Ba/F3 V617F tox, NPY1 pot ag, S1P4 antagonist
CCCSc1nc(C)c(C(C)=O)cc1C#N as listed: 8, -13, 0.7, -13, 70*, 12, 2, -26, 0
Cc1ccccc1N(CC(=O)O)S(C)(=O)=O as listed: -1, 9, 2.6, -3, 27, -3, -3, 4, -14

Back to the main list; the 6 compounds before the break are reprinted first.
entry	Molecule	BaF3 parental	NPY-Y2 PAM-ag	S1P4 ag	NCF1 inh	CHOP inhibitor	NPY-Y1 antag	Ba/F3 V617F tox	NPY1 pot ag	S1P4 antagonist
20	Cc1ccc(S(=O)(=O)c2nc(N3CCOCC3)sc2Cl)cc1	6	-12	4.0	10	31	-3	-2	-21	-19
21	Cc1nc(SCC#N)c2c3c(sc2n1)CCC3	1	11	2.4	0	8	-6	-6	-20	-1
22	Cc1ccc(C)n1NC(=O)c1ccccc1O	-2	9	-0.8	-2	-8	-1	-3	21	-12
23	COc1cc(-c2[nH]ncc2CN2CCCC2c2nonc2C)cc(OC)c1OC (stereo not given)	4	-8	-0.4	3	27	4	-1	-1	-3
24	CCCSc1nc(C)c(C(C)=O)cc1C#N	8	-13	0.7	-13	70*	12	2	-26	0
25	Cc1ccc(C(=O)NCCc2nc3ccccc3[nH]2)cc1[N+](=O)[O-]	12	4	-1.0	-4	-11	1	1	-38	-16
26	COC(=O)Cc1nc(Nc2ccccc2)sc1C	3	-5	-0.1	-9	27	nt	0	13	-1
27	CCN1CCN(C(c2cccc(OC)c2)c2sc3nc(C)nn3c2O)CC1 (stereo not given)	6	0	1.5	-11	10	0	0	16	-8
28	CC(C)n1cnc2cc(NCc3nc4ccccc4n3C)ccc21	2	-8	-0.8	-9	-1	0	6	-11	4
29	Cc1cccc(C(=O)Oc2ccc(/C=N/NC(=O)c3ccccc3O)cc2)c1	1	-2	0.7	-9	41	2	-2	6	-3
30	CCC(=O)N1CCc2cc(S(=O)(=O)N3CCc4ccccc43)ccc21	6	-9	0.7	2	19	12	-1	-53	-7
31	COc1cccc(-c2nn(-c3ccccc3)cc2/C=C\C(=O)c2cccs2)c1	6	0	0.0	-12	-33	0	1	-5	-4
32	COc1cc(C=O)ccc1OCCOCCOc1ccc(Cl)cc1	5	4	-0.9	-10	24	3	3	0	-6
33	Cc1nn(C2CCS(=O)(=O)C2)c(Cl)c1/C=C/C(=O)OCC(=O)Nc1ccccc1[N+](=O)[O-] (stereo not given)	9	-6	1.0	-3	5	1	3	-28	-9
34	COc1cccc(C(=O)Nc2nc(SCc3ccc(Cl)cc3)n[nH]2)c1	-2	-5	0.3	0	-14	nt	2	-22	-13
35	O=C(c1ccccc1)c1ccccc1N1C(=O)C=CC1=O	2	1	-1.5	-6	14	nt	32*	14	38*
36	CCCCn1nc2cc(C(=O)NCc3ccc4c(c3)OCO4)ccc2c1OCC	0	7	-1.1	-4	37	-4	-3	1	-16
37	O=C1CCCC2=C1C(c1ccccc1)CC(=O)N2c1ccc(F)cc1F (stereo not given)	5	2	0.8	-7	14	-7	-3	17	12
38	O=C1c2ccccc2C(=O)N1CC1c2ccccc2CCN1C(=O)N1CCOCC1 (stereo not given)	2	4	-0.1	-7	-6	8	-3	29	-2
39	OC(c1ccccc1)c1cccnc1 (stereo not given)	3	5	-0.1	8	1	-1	2	-26	1
40	COc1cccc(C(=O)Nc2cccc(-c3nnc(-c4ccco4)o3)c2)c1	2	-7	0.4	-25	11	0	-1	-6	-10
41	CCOC(=O)c1c(NC(=O)C2C3C=CC(C3)C2C(=O)O)sc2c1CCCC2 (stereo not given)	2	-5	1.9	0	3	2	2	2	-7
42	COc1ccccc1NC(=O)Cc1nnc(SCC(=O)Nc2ccccc2F)n1C	2	-1	-2.6	0	-5	1	3	-8	-7
43	CN(C)c1ccc(/C=N/NC(=O)c2ccc(Cn3cc(Br)cn3)o2)cc1	4	21	1.7	-9	3	-4	-1	8	5
44	CCN(CC)CCNc1nc(-c2ccc(OC(F)F)cc2)c(C)s1	3	9	0.4	-17	10	4	-1	12	10
45	COC(=O)c1ccccc1NC(=O)c1ccc(COc2cccc3ccccc23)o1	6	6	-0.1	-76	34	5	0	-2	-9
46	CC(=O)c1cccc(N(CC(=O)Nc2cc(C)cc(C)c2)S(C)(=O)=O)c1	1	-1	1.2	0	-3	-3	4	-14	9
47	COc1ccc(C2CC(c3ccc([N+](=O)[O-])cc3)=NN2C(=O)c2ccccc2)cc1OC (stereo not given)	6	0	-1.5	4	15	0	1	-3	-2
48	O=C(NCc1ccco1)c1ccccc1NS(=O)(=O)c1cccs1	0	2	3.0	-7	-13	1	-1	-12	-17
49	CCCCOCP(=O)(CCCC)COCCCC	2	-8	-0.8	4	10	-4	0	-8	-17
50	CCN(CC)CCCN1C(=O)c2oc3ccccc3c(=O)c2C1c1cccc(OC)c1OC (stereo not given)	1	-3	0.3	2	-5	-2	0	-7	-28

Hits appear at their usual frequency (roughly 7.1% active in at least one column).
